# High-throughput results: PubChem, several laboratories
# TNFa cytotox = cytotoxicity in TNFa-stimulated HUVEC, primary screen, cytotoxicity control for VCAM1 expression modulator project, imaging, Hoechst nuclei count; HUVEC TNFalpha-stimulated, Hoechst cell count; cell count reduction, % at 2 µM; 0.17% of 93,000 active;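 active = cell count reduction exceeding the screen mean by over 5 SD, scaled to untreated wells per plate, cut at about 78% in these data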;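 also: cells counted after 24 h of TNF alpha exposure following the 1 h pretreatment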
# Calb biofilm kill = clotrimazole potentiators killing Candida biofilms, primary screen, with clotrimazole, Alamar Blue; C. albicans biofilm + clotrimazole; inhibition, % at 6 µM; 0.14% of 85,000 active;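 active = inhibition above 20%; inactive = inhibition below 20%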;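 also: preformed 24 hr biofilms exposed to compound for 48 hr; 0% = biofilm without compound and 100% = blank killed by clotrimazole plus chlorhexidine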
# LYP inh 2 = PTPN22 phosphatase inhibitors, primary screen, biochemical, DiFMUP fluorescence, 2 µM; Tyrosine-protein phosphatase non-receptor type 22 (Homo sapiens), Q9Y2R2; recombinant LYP catalytic domain; inhibition, % at 2 µM; 0.21% of 96,000 active;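 active = inhibition at 2 µM at or above a set limit, the screen mean plus 3 SD, cut at about 24% in these data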;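 also: 0% = DMSO with enzyme and 100% = enzyme fully blocked by orthovanadate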
# Target sequence (Q9Y2R2 whole entry, looked up, the tested form may be a part): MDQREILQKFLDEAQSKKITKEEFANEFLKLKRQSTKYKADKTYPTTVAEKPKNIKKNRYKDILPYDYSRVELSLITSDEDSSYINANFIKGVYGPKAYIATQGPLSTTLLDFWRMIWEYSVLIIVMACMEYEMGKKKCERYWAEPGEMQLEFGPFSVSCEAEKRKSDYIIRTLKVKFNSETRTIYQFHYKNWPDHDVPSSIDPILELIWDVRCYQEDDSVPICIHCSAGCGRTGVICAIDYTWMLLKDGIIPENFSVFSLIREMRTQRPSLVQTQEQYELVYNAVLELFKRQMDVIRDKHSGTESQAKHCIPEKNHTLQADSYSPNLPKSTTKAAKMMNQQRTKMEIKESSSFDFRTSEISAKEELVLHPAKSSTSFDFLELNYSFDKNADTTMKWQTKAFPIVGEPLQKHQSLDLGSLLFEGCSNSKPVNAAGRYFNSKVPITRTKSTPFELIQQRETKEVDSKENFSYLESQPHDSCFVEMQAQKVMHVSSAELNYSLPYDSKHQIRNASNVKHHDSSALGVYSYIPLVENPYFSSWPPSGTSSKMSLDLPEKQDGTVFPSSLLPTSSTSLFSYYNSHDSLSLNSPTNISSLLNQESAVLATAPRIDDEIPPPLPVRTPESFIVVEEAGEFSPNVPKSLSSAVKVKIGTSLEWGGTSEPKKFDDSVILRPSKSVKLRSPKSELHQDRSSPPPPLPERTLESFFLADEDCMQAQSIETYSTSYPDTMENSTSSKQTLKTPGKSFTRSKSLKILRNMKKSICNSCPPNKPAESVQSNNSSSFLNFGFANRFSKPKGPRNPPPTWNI
# cytoskel mod = modifiers of F-actin cytoskeleton organization, primary screen, imaging, HUVEC, phalloidin staining, high-content imaging; inhibition, % at 2 µM; HUVEC TNFa F-actin phalloidin imaging; 0.18% of 91,000 active; AID 836, 2007;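 active = inhibition above the batch mean plus 3 SD and confirmed as a hit by visual image inspection, cut at about 30% in these data, passing the limit was not always enough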; also: strong numbers were not always called active
# DAT uptake mod = changed hDAT dopamine uptake under cocaine IC80, either direction, primary screen, cocaine antagonist project, cell-based, LLC-PK1 hDAT, [14C]-dopamine uptake, MLSMR; Sodium-dependent dopamine transporter (Homo sapiens), Q01959; LLC-PK1 hDAT cells, [14C]-dopamine uptake with cocaine IC80; actives deviate in either direction; B-score at 10 µM; 1.3% of 110,000 active;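 active = Z score or B-score, a plate-position-corrected score, falls beyond the plate's 99.7% confidence bounds, in either direction; inactive = both scores lie inside the 99.7% bounds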;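 also: scored against the spread of the other compound wells on the same plate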
# Smad3 inh = Smad3/FoxH1 peptide binding inhibitors, primary screen, biochemical, TR-FRET; Mothers against decapentaplegic homolog 3 (Homo sapiens), P84022; 0.29% of 88,000 active; inhibition, % at 25 µM; AID 630, 2007; TR-FRET Smad3/Dy647-FoxH1 peptide binding, europium anti-His;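 active = compounds that reduce the energy-transfer binding signal between the protein and its labelled peptide by more than half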;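 also: 0% = Smad3 plus labelled peptide maximal FRET and 100% = peptide-only background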
# IL1B cytotox = cytotoxicity in IL-1B stimulated HUVEC, primary screen, cytotoxicity control for IL-1B NFkB translocation project, imaging, Hoechst nuclear count, IL-1B stimulus | HUVEC cell count loss | cell count reduction, % at 2 µM | 0.41% of 94,000 active | AID 845, 2007;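 active = cell count reduction more than 3 SD above the screen-wide mean, cut at about 70% in these data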;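 also: normalized per plate to untreated control cells as the no-loss baseline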
# VCAM1 TNFa inh = inhibitors of TNFa-induced VCAM1 expression, primary screen, imaging, HUVEC, TNFa stimulus, immunofluorescence | HUVEC TNFa-induced VCAM-1 immunofluorescence, high-content imaging | inhibition, % at 2 µM | 0.48% of 95,000 active | AID 802, 2007;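 active = inhibition above the batch mean plus 3 SD, with images confirmed as a hit by eye, cut at about 37% in these data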;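 also: 0% = TNF-stimulated DMSO wells and 100% = unstimulated control wells; not every result past the cut was called active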
# MT1-MMP txn act = MT1-MMP promoter reporter activation – cell-based, luciferase luminescence, primary screen. HT1080 MT1-MMP promoter luciferase reporter, overnight; active compounds read high. activation factor at 10 µM. 0.16% of 86,000 active;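 active = activation factor of at least 2 for MT1-MMP transcription at 10 µM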
# * hit, by the source's call; / = no result given; & = joins results of further samples. The list is partial; count on the stated rates, not on these rows.
Molecule	TNFa cytotox	Calb biofilm kill	LYP inh 2	cytoskel mod	DAT uptake mod	Smad3 inh	IL1B cytotox	VCAM1 TNFa inh	MT1-MMP txn act
CC1CCCN(C(=O)C23CCC(C)(C(=O)C2)C3(C)C)C1 (stereo unspecified)	2	2	13	0	0.56	7	-43	-2	1.3
Cc1cc2ccccc2n1CCNC(=O)c1ccccc1	-20	7	-2	/	0.68	4	-28	-16	1.3
CCN(CC)c1ccc(C(NC(C)=O)NC(C)=O)cc1	9	11	4	-26	-0.95	3	15	-3	1.1
O=C(Nc1nc(-c2cc3ccccc3oc2=O)cs1)c1ccc(Br)o1	8	-1	-8	10	-1.5	-14	-59	1	1.3
N#CC1=C(SCC(=O)NCc2ccccc2)NC(=O)CC1c1ccco1 (stereo unspecified)	-3	3	-10	3	-0.4	17	1	5	1
CCC(=O)N1CCc2cc(S(=O)(=O)NC(CC(C)C)C(=O)N3CCc4ccccc43)ccc21 (stereo unspecified)	/	5	/	/	0.44	5	/	/	1
Cc1cc2ncn(-c3ncnc4sc5c(c34)CCCC5)c2cc1C	-27	1	11	0	1.6	-12	-5	-2	1.1
CN(C)S(=O)(=O)c1cccc(C(=O)N2CCc3ccccc32)c1	-14	-3	13	-15	-0.05	-5	-21	-9	1.1
Cn1nc(CC(=O)N2CCN(c3ccccc3)CC2)c2ccccc2c1=O	10	3	6	-7	-0.76	1	17	41	1.1
Cn1c(NC(=O)c2ccc(C(C)(C)C)cc2)cc(=O)n(C)c1=O	/	2	/	/	0.55	6	/	/	1.1
COc1ccccc1NC(=S)NC(=O)CCCOc1ccc(Cl)cc1Cl	-4	/	-4	-11	0.28	/	-2	-15	/
CC(C)Cn1c(SC(C)C(=O)Nc2ccc3c(c2)OCCO3)nc2ccccc2c1=O (stereo unspecified)	-18	-7	2	-1	-0.33	-4	13	4	1.1
CC(=O)c1cccc(NC(=O)Oc2ccccc2)c1	-14	-1	-3	-11	-0.44	10	-7	7	0.9
Cc1cc(N2C(=O)C(=O)/C(=C(/O)c3ccccc3)C2c2cccs2)no1 (stereo unspecified)	-8	8	0	-5	1.4	7	-16	9	1.2
Cc1ccc(-c2nnc(SCC(=O)Nc3ccc4c(c3)OCCO4)n2N)cc1	-6	9	4	-7	-0.26	-6	-29	12	1.1
CCC(CC)C(=O)Nc1cccc(/C(C)=N/NC(=O)c2ccccc2Cl)c1	-29	/	-1	15	0.61	/	2	-34	/
O=C(O)C1CC1C(=O)N1CCN(c2ccc(Cl)c(Cl)c2)CC1 (stereo unspecified)	-2	0	16	-3	0.3	-14	14	14	1
COc1ccc(OC)c(-c2csc(N(Cc3ccco3)C(=O)c3cccs3)n2)c1	0	0	1	-1	0.0021	7	-16	1	1
Clc1ccc(Cc2noc(Cc3ccccc3)n2)cc1Cl	5	/	-15	-10	-0.81	-2	-22	-18	1.2
O=C(Nc1ccccc1-c1nc2ccccc2o1)c1ccc2c(c1)OCCO2	32	-1	5	-28	/	-2	-2	-5	0.8
CN(C)S(=O)(=O)c1cccc(C(=O)OCC(=O)N2c3ccccc3NC(=O)C2(C)C)c1	-13	-6	-2	55	-1	2	-11	-4	0.9
O=S(=O)(c1ccccc1)N1CCN(c2cc(-c3ccccc3)nc3ncnn23)CC1	-19	-2	8	17	0.39	-14	20	-10	1.5
CCOc1ccc(-n2c(SC(C)C(=O)OC)nc3c(c2=O)SCC3)cc1 (stereo unspecified)	-41	/	-5	-8	-0.44	/	-14	-33	1.2
O=C(COc1cc(Cl)ccc1Cl)Nc1nnc(CC(=O)N2CCOCC2)s1	-16	0	0	6	-0.3	-10	1	4	1.3
Cc1occc1-c1nnc(SCC(=O)N2CC(=O)Nc3ccccc32)n1CC(C)C	-20	12	6	10	-1.4	3	-6	-20	1.1
Oc1ccc2ccccc2c1/C=N/c1nccs1	-25	6	6	-7	0.15	18	-11	-13	0.9
CN1C(=O)C(O)(CC(=O)c2ccc(F)cc2)c2cc(Br)ccc21 (stereo unspecified)	/	18	/	/	0.034	-3	/	/	1.2
CCC(=O)Nc1cc(-c2nn(C)c(=O)c3ccccc23)ccc1N1CCCCC1	-5	-3	-26	-10	-1.1	-1	-23	4	1
Cc1nnc(SCC(=O)N(C(C)C)C(C)C)nc1C	-7	/	-3	3	-0.31	/	8	-15	1.1
COC(=O)CSc1nnc(SCc2ccccc2)s1	-8	6	0	-11	-0.66	4	13	4	0.9
CCCc1cc(=O)[nH]c(-n2[nH]c3c(c2=O)CCCC3)n1	-10	/	3	11	/	/	-48	2	/
Cc1nc2ccc(NC(=O)NCCCO)cc2s1	-21	8	4	18	0.43	-5	-16	11	/
O=C(N/N=C/C=C/c1ccco1)C(O)c1ccccc1 (stereo unspecified)	-30	/	-14	12	-0.66	/	-9	11	/
CCC(=O)Nc1nc(C)c(C(=O)NC2CCCCC2)s1	1	9	-1	-16	1.4	6	5	8	1.2
Cc1ccccc1NC(=O)Cc1nnc(SCc2ccc(Cl)c(Cl)c2)n1C	-2	/	11	8	1.5	/	10	-9	/
N#C/C(C(=O)NCc1ccco1)=C1/SC(Cc2ccc(F)cc2)C(=O)N1c1ccccc1 (stereo unspecified)	/	-3	/	/	0.23&0.42	-3	/	/	1
Cn1c(Cl)c(/C=N/OC(=O)c2ccccc2Cl)c2ccccc21	-10	/	7	-14	-0.57	/	-30	0	/
O=C(c1cc2ccccc2o1)N1CCN(S(=O)(=O)c2cccs2)CC1	4	8	6	-9	0.11	3	-28	5	1.1
COc1cccc(NC(=O)CSc2nnc(CNC(=O)c3ccccc3)n2C)c1	-11	8	-2	-2	-0.13	0	-29	8	1
O=C(c1ccc2c(c1)OCCO2)C1CCN(S(=O)(=O)c2ccc(F)cc2)CC1	-31	-1	4	10	-0.41	3	5	8	1
CCN(CC)S(=O)(=O)c1cccc(NC(=O)Nc2cccc(C(F)(F)F)c2)c1	-13	/	-5	-22	1.3	/	-3	-23	/
O=C(Cn1c(=O)n(-c2ccc(F)cc2)c(=O)c2sccc21)N1CCCC1	-11	4	1	-16	-0.64	12	-3	5	1.1
O=C(CSc1nnnn1-c1ccccc1)NCc1cccs1	-9	5	-5	-13	-0.59	-10	-7	5	1.3
Cc1ccc(NC(=O)Cn2c(C)cc(C)c(C#N)c2=O)c(Cl)c1	0	-3	7	8	-1.3	-1	/	10	1.2
Cc1cccc(NC(=O)NCC(c2cccnc2)N2CCOCC2)c1 (stereo unspecified)	-10	7	-13	/	/	2	-40	2	1.2
COC(=O)c1sc(N)c(C(=O)OC)c1CSc1nnnn1C	-14	7	-6	-9	-0.39	5	15	11	1
Nc1cccnc1Sc1cc(Cl)c(Cl)cc1Cl	4	/	5	-27	-1	/	15	3	/
CCCSc1nn2c(=O)c3ccccc3nc2s1	-23	/	-4	7	-1.1	/	12	7	/
COc1ccc(NC(=O)Nc2ccccc2C(=O)N2CCCC2)cc1	-3	2	-2	15	-0.25	1	5	4	1.2
CC(C)(C)NC(=O)C1N(c2cccnc2)C(=O)C2C(C(=O)Nc3ccccc3)C3(C)C=CC21O3 (stereo unspecified)	/	4	/	/	-0.67	-14	/	/	1.1

# Next section
Molecule	TNFa cytotox	Calb biofilm kill	LYP inh 2	cytoskel mod	DAT uptake mod	Smad3 inh	IL1B cytotox	VCAM1 TNFa inh	MT1-MMP txn act
Cc1cccc2cc(CN(CCN3CCOCC3)C(=O)NCc3ccccc3)c(=O)[nH]c12	-29	8	-4	-1	1.9	-10	-16	1	1.1
CCOCCCn1c(=S)[nH]c2cc(C(=O)N3CCOCC3)ccc2c1=O	-26	4	-6	30	-0.27	-2	-16	-12	1.2
CCN(CC)C(=O)c1cnn(-c2ccccc2)c1NC(=O)c1cccs1	1	2	2	3	-1.1	9	16	0	1.2
OC1C2CN3CCN(C2)CC1(Cc1ccccc1)C3 (stereo unspecified)	/	8	-7	-15	1.1	3	24	-25	1.2
Cc1cc[n+](CC(=O)c2cccs2)cc1	-2	-2	0	1	-0.24	-19	-6	16	1
Cc1cc(C)c(C#N)c(Nc2ccc3c(c2)OCCO3)n1	-20	6	-8	12	-1.1	6	5	5	1.1
Cc1nn(C)c(C)c1S(=O)(=O)Nc1ccc2c(c1)OCO2	-34	-2	13	15	-0.077	6	0	9	1.3
CC1(C)CC(=O)C(Sc2nnc(-c3ccc(NS(C)(=O)=O)cc3)n2Cc2ccco2)C(=O)C1	/	7	0	2	-0.1	5	0	/	1.1
NC(=NC(=O)c1ccccc1)C1=C(O)CCC1=O	-5	9	-8	-67	-0.64	-1	-30	9	1.1
CCN(CC)CCNCc1ccc(-c2ccc(Cl)cc2)o1	/	9	/	/	-0.15	-11	/	/	1.1

# Given with values under each structure: part of the list above.
# Sequence of screens: TNFa cytotox | Calb biofilm kill | LYP inh 2 | cytoskel mod | DAT uptake mod | Smad3 inh | IL1B cytotox | VCAM1 TNFa inh | MT1-MMP txn act
- Cc1cc(C)c(C#N)c(Nc2ccc3c(c2)OCCO3)n1
    -20 | 6 | -8 | 12 | -1.1 | 6 | 5 | 5 | 1.1
- CCOCCCn1c(=S)[nH]c2cc(C(=O)N3CCOCC3)ccc2c1=O
    -26 | 4 | -6 | 30 | -0.27 | -2 | -16 | -12 | 1.2

# Next section.
Molecule	TNFa cytotox	Calb biofilm kill	LYP inh 2	cytoskel mod	DAT uptake mod	Smad3 inh	IL1B cytotox	VCAM1 TNFa inh	MT1-MMP txn act
Cc1nn(CC(=O)NCCc2ccc(Cl)cc2)c(C)c1[N+](=O)[O-]	-8	/	-6	2	0.31	/	-19	1	/
COC(=O)C1=C(C)OC(N)=C(C#N)C1c1c(C)nn(-c2ccccc2)c1Cl (stereo unspecified)	-17	10	3	-1	2.4	-1	-32	-16	1.1
Cc1nc2ccccc2n1CC(=O)N/N=C\c1ccccn1	-9	/	2	4	-0.54	/	-20	10	/
CCc1nnc(NC(=O)c2ccc(S(=O)(=O)N(CC)Cc3ccccc3)cc2)o1	-16	6	15	33	0.37	14	-6	-4	1.2
CCSc1nnc(NC(=O)CSc2nc3c(c(=O)n2-c2ccccc2OC)SCC3)s1	5	11	4	-8	1.2	9	-25	8	1
COc1ccc(N=C2SC(C(N)=O)CC(=O)N2CCc2ccc(OC)c(OC)c2)cc1 (stereo unspecified)	-2	4	7	23	1.8	1	-18	6	1.2
Cc1nnc(SCC(=O)NCCOc2ccc(Cl)cc2)n1-c1ccccc1	-26	4	-1	/	0.93	0	-15	1	1
O=C1c2ccccc2S(=O)(=O)N1CCOc1ccccc1	-3	/	-16	-9	0.051	8	-4	-5	1.3
COCCCN1C(=O)C(=O)/C(=C(/O)c2ccc(OC)cc2)C1c1cccc(OC)c1 (stereo unspecified)	-20	-2	-11	/	-0.0093	10	-76	-17	1.2
CCCC(=O)Nc1sc2c(c1C(=O)OC)C(C(=O)OC)CC2 (stereo unspecified)	/	3	-3	-9	0.17	-12	24	-14	1
CC(C)(C)N1C(=O)c2ccc(C(=O)Nc3nccs3)cc2C1=O	3	2	-1	-26	-0.65	14	-9	19	1.6
